Compound activity from PubChem.
ERK EGF block: qHTS Assay for Inhibitors of the ERK Signaling Pathway using a Homogeneous Screening Assay; Stimulation with EGF; HEK293-V1b, EGF-stimulated phospho-ERK AlphaScreen; Potency, µM (highest dose often 11.5 µM), without a hit: at the top dose activity change, negative = inhibition, usual class: inhibitors; actives 0.41% (n = 130,000); AID 1454, 2008; active = well fitted inhibition curve with a large enough effect; inconclusive = small, poorly fitted or top-dose-only effect, or effect the other way;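 also: plate controls were stimulated vehicle wells for no effect and unstimulated vehicle basal for full effect; nearly all actives have a fitted effect of over 55% in size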
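Phospho-ERK1/2 measured by AlphaScreen (SureFire) after 5 min 25 nM EGF stimulation of V1b-expressing HEK293 cells preincubated 30 min at 37C with titrated compounds; data scaled to DMSO and EGF controls, Hill-fitted AC50.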
An asterisk follows results filed as active; ? = inconclusive; [ ] = remark or other dose. Potency is read from the fitted curve at half-maximal effect. A portion of the library. The share of hits here may be higher or lower than overall.

ERK EGF block	mol
8.5%	O=C(CNS(=O)(=O)c1cccc(Cl)c1)OCc1csc(-c2ccccc2)n1
1.5%[57.5 µM]	CC(=O)OCC(=O)[C@@]1(O)CC[C@H]2[C@@H]3CCC4=CC(=O)CC[C@]4(C)[C@H]3C(=O)C[C@@]21C
-1.5%	CCC(C)(C)C1CCC2(CC1)NC(CO)(CO)CO2 (stereo not drawn)
-8.1%	COc1ccc(C)cc1NC(=O)C(c1ccccc1)N1CCNC(=O)C1 (stereo not drawn)
-1.1%	C=Cc1ccc2c(c1)N(C)C(=C)S2
5.2%[57.5 µM]	O=C(Nc1ccc(N2CCOCC2)nc1)c1ccccc1Cl
-10.7%	Cc1cccn2c(=O)c(/C=C(\C#N)S(=O)(=O)c3ccccc3)c(Oc3ccc(Cl)cc3)nc12
-4.2%[57.5 µM]	CC(C)OCCCNc1ncnc2c1cnn2-c1ccccc1
-1.0%	COc1ccc(/C=C/C(=O)Nn2cnnc2)cc1
5.0%[57.5 µM]	CCCS(=O)(=O)c1c(S(=O)(=O)CCC)c2cnccn2c1C(=O)c1ccc(OC)cc1
11.0%	Cc1ccc2c(c1)NCC(C(=O)NC1CCC(C)CC1)O2 (stereo not drawn)
-4.2%[57.5 µM]	OCCC1CN(Cc2ccc(Oc3ncccn3)cc2)CCN1C1CCCCC1 (stereo not drawn)
-12.2%	COc1ccc(-n2c(C)cc(C(=O)COC(=O)c3cc(OC)c(OC)cc3NC(=O)c3cccs3)c2C)cc1
0.5%	O=C(CS(=O)(=O)c1cn(CC(=O)N2CCOCC2)c2ccccc12)Nc1ccccc1
2.2%	Cn1cc(CN(CCCN2CCOCC2)C(=S)Nc2cccc(Cl)c2)c2ccccc21
-10.8%[57.5 µM]	CCC(C)[C@H](NC(=O)Nc1ccc2c(c1)OCCO2)C(=O)OC (stereo partly drawn)
8.3%	CCc1c(C)sc2nc3c(C(=O)N4CCOCC4)cc(C(=O)c4cc(F)ccc4O)cn3c(=O)c12
-1.5%	Cc1ccccc1Oc1cc(NC(=O)CCCn2nc(C)c([N+](=O)[O-])c2C)cc([N+](=O)[O-])c1
4.3%	O=C1CCCc2oc3ccc(O)cc3c21
0.5%	COc1ccccc1NC(=O)c1ccc(NS(=O)(=O)c2ccc(F)c(Cl)c2)cc1
5.5%	Cc1ccc(C(=O)C2CCN(CC(=O)N3CCN(c4ccc(F)cc4)CC3)CC2)cc1
0.7%	CCc1ccccc1NC(=O)CC1CS(=O)(=O)CC1CC(=O)Nc1ccccc1CC (stereo not drawn)
1.6%	CCOc1ccc(N(Cc2ccccc2F)C2=NC3CS(=O)(=O)CC3S2)cc1 (stereo not drawn)
6.6%	COc1ccc(/C=N/Nc2ncnc(Cl)c2N)cc1OC
-8.4%	Cc1[nH][nH]c(=O)c1C=NCc1cccc(C(F)(F)F)c1

(cont.)
ERK EGF block	mol
-2.7%[57.5 µM]	Nc1nc(Sc2c([N+](=O)[O-])cc(C(F)(F)F)cc2[N+](=O)[O-])n[nH]1
-0.4%	COc1cccc(/C=C/C(=O)OCC(=O)Nc2ccc(Cl)c(S(=O)(=O)N(C)C)c2)c1OC
-2.5%	COc1ccc(-c2cc3nc(C)c(CCC(=O)N4CCN(c5ccccn5)CC4)c(C)n3n2)c(OC)c1
-2.9%	Cc1n(CC(O)COC2CCCCC2)c2ccccc2[n+]1C (stereo not drawn)
3.5%	N#Cc1c(N2C(=O)Nc3ccccc3N2O)sc2c1CCCC2
-2.6%	CCN(CC)S(=O)(=O)c1cc(OC)c(C)cc1C
5.6%[57.5 µM]	COc1ccc(NCC(=O)N/N=C/C2CCCCC2)cc1
-2.4%	CC(C)(C)NC(=O)C(c1ccncc1)N(C(=O)C1CSC(=O)C1)c1ccccc1 (stereo not drawn)
17.9%	CC(C)(C)NC(=O)c1oc2ccccc2c1COc1ccccc1
15.0%	CNc1nc(-c2ccc3c(c2)CCN3C(=O)c2ccccc2F)cs1
-6.3%	COc1ccc(C(C)=O)cc1Cn1nc(C)c([N+](=O)[O-])c1C
24.1%	Cc1c(N=Nc2ccc(O)cc2)c(=O)n(-c2ccccc2)n1C
?	CC(C)Cn1c(N)c(C(=O)COC(=O)CCc2nc3ccccc3s2)c(=O)n(C)c1=O
6.9%	CN(c1c[nH]c(=O)[nH]c1=O)C1CCCCC1
-6.8%[57.5 µM]	Cc1cc(-c2nnc(CCC(=O)N(CC3CC3)CC3CCCO3)o2)no1 (stereo not drawn)
-2.9%	Nc1nonc1-c1nc2ccccc2n1CC(=O)N/N=C/c1ccc(-c2cccc(C(=O)O)c2)o1
0.7%[57.5 µM]	Nc1ccc2nc(CCCO)[nH]c2c1
1.5%	COc1ccc(C)cc1NC(=O)C(Sc1nnc(-c2cccs2)o1)c1ccccc1 (stereo not drawn)
-9.7%	C=CCNC(=S)N1CCN(CCN=Cc2c(C)[nH]n(-c3ccc([N+](=O)[O-])cc3)c2=O)CC1
0.9%	Cc1cccc(N(C(=O)c2ccc(CN3CCOCC3)o2)C(C(=O)NC2CCCCC2)c2ccc(F)cc2)c1 (stereo not drawn)
18.4%	CC1(C)COC2(OC1)C(=O)Nc1ccccc12
-4.8%	COc1ccc(/C=N/NC(=O)c2cccnc2)cc1CN1CCc2cc(OC)c(OC)cc2C1C (stereo not drawn)
-1.8%	O=C(Oc1cccc2cccnc12)c1cccc(N2C(=O)C3C4CCC(C4)C3C2=O)c1 (stereo not drawn)
3.9%	COC(=O)CSc1nc(NC(C)(C)C)nc(N(C)C)n1
3.5%	COc1ccccc1C(=O)NC(=S)Nc1ccc(N2CCCC2)cc1

Nothing new here: entries from further up.
ERK EGF block	mol
18.4%	CC1(C)COC2(OC1)C(=O)Nc1ccccc12
-4.8%	COc1ccc(/C=N/NC(=O)c2cccnc2)cc1CN1CCc2cc(OC)c(OC)cc2C1C (stereo not drawn)
-1.8%	O=C(Oc1cccc2cccnc12)c1cccc(N2C(=O)C3C4CCC(C4)C3C2=O)c1 (stereo not drawn)
3.9%	COC(=O)CSc1nc(NC(C)(C)C)nc(N(C)C)n1
3.5%	COc1ccccc1C(=O)NC(=S)Nc1ccc(N2CCCC2)cc1

The list goes on.
ERK EGF block	mol
-18.9%[57.5 µM]	Cc1cc(C(F)(F)F)cc(NNC(=O)NC(=O)c2c(F)cccc2Cl)n1
4.4%	CCCC(c1nnnn1Cc1ccc2c(c1)OCO2)N1CCC(C(N)=O)CC1 (stereo not drawn)
1.1%[57.5 µM]	CC(C)N1CC2=C(C1=O)C(c1ccc(O)cc1)NC(=O)N2C (stereo not drawn)
-24.3%	Cc1ccc(S(=O)(=O)c2c(C)cc(C)nc2N2CCCC2)cc1
-1.6%	CC1(C)CC(=O)/C(=C(/O)Cc2ccccc2)C(=NCCc2ccccc2)C1
-6.9%	Cc1cccc(Nc2ncnc3c2cnn3C)c1
22.4%	Cc1ccc(OCC(=O)NCCC2=CCCCC2)cc1
0.5%	CCOc1ccc(NC(=O)/C(C#N)=C/c2ccc(N3CCCC3)c(C)c2)cc1
13.8%[57.5 µM]	N#Cc1c(SC(C(=O)O)c2ccccc2)nc2c(c1-c1cccs1)CCCC2 (stereo not drawn)
-0.7%[57.5 µM]	CC(C)C1CC(CCNCc2ccc(N(C)C)cc2)(c2ccccc2)CCO1 (stereo not drawn)
-12.1%	CCN1CC(CN(C)Cc2cn(-c3ccc(C)cc3)nc2-c2cccc(C)c2)CC1=O (stereo not drawn)
2.8%	O=C(NC1CCN(Cc2ccccc2)CC1)C12CC3CC(CC(C3)C1)C2
-12.4%	COc1ccc(C(=O)c2ccc(OC)c(Br)c2)cc1Br
-5.6%	CCCNc1ccc(C(=O)OCC)cc1[N+](=O)[O-]
-3.0%	Cc1cc(=O)[nH]c(NCCO)n1
-3.2%	O=C(NNc1ccccc1Br)C(O)(c1cccc(C(F)(F)F)c1)c1cccc(C(F)(F)F)c1
-2.4%	CSc1sc(C)cc1/C=N/O
-4.2%	Cc1ccc2[nH]cc(CCNC(=O)CN3C(=O)c4ccccc4C3=O)c2c1
-8.1%	O=C(NC(Cc1c[nH]c2ccccc12)C(=O)N/N=C/c1ccc(Cl)cc1)c1cccs1 (stereo not drawn)
-9.7%	CCN1CCCc2cc(CN(CCN3CCOCC3)C(=S)Nc3cc(F)cc(F)c3)ccc21
2.0%	COc1cc(NS(=O)(=O)c2ccc(C)cc2)c2ncccc2c1
-9.9%	COC(=O)N[C@@H](/C=C/c1ccccc1)/C(C(=O)OC)=C(\C)NCc1ccccc1
-1.5%	CCOc1nc(C)ccc1-c1noc(CC)n1
3.0%	CC(C)OC(=O)CC(=O)CSc1nc(-c2ccc(F)cc2)cc(-c2ccccc2)c1C#N
-7.0%	CN(C)CCNC(=O)Nc1ccc(F)cc1F

Among those listed so far, 4 contain a furan ring, fused or not.
ERK EGF block	mol
4.3%	O=C1CCCc2oc3ccc(O)cc3c21
17.9%	CC(C)(C)NC(=O)c1oc2ccccc2c1COc1ccccc1
-2.9%	Nc1nonc1-c1nc2ccccc2n1CC(=O)N/N=C/c1ccc(-c2cccc(C(=O)O)c2)o1
0.9%	Cc1cccc(N(C(=O)c2ccc(CN3CCOCC3)o2)C(C(=O)NC2CCCCC2)c2ccc(F)cc2)c1 (stereo not drawn)

Next section
ERK EGF block	mol
?	Cc1cc(/C=C2/NC(=O)NC2=O)c(C)n1-c1ccc(C#N)cc1
1.1%	COc1ccc(NC(=O)CSc2n[nH]c(-c3ccco3)n2)cc1
-8.9%	COc1cccc(C(=O)NCC(=O)N/N=C(C)\C=C\c2ccccc2)c1
0.5%	Cc1c(C(=O)Nc2cccc(-c3nnc4n3CCCCC4)c2)oc2ccccc12
0.9%	Cc1cc(C)c(C)c(C(=O)c2ccccc2C(=O)O)c1C
0.0%[57.5 µM]	O=C(Nc1ccc2oc(=O)ccc2c1)c1ccc(-c2cccc([N+](=O)[O-])c2)o1
-5.6%	CC12CCC(c3c(C(=O)N4CCOCC4)nn(-c4ccccc4)c31)C2(C)C (stereo not drawn)
1.5%	O=C1NC(CCc2ccccc2)C(=O)N1Cc1cccc2ccccc12 (stereo not drawn)
-1.3%[57.5 µM]	COc1ccc(/C=N/NC(=O)c2ccccc2NC(=O)c2ccco2)c(OC)c1
?	N#Cc1nc(-c2cccc3ccccc23)oc1NCC1CCCO1 (stereo not drawn)
4.4%	CCCCC(=O)Nc1ccccc1C(=O)OCC(=O)c1ccc2c(c1)OCCO2
-7.4%	Cn1cc(CNCc2ccc(OC(F)(F)F)cc2)c(-c2ccc3c(c2)OCCO3)n1
?	COc1ccc(CCNc2ccc(N3C(=O)CC(C)C3=O)cc2[N+](=O)[O-])cc1OC (stereo not drawn)
4.4%	CCCC(C)NC(=O)CSc1nnc(-c2c[nH]c3ccccc23)o1 (stereo not drawn)
-3.5%	CCOC(=O)c1sc(NC(=O)C(C)Sc2nnc(N)s2)nc1C (stereo not drawn)
?	COC(=O)c1cc(=O)n(Cc2ccc(F)cc2)c(=Nc2ccccc2)s1
?	COc1ccc(C(=O)/C=C/c2ccc(N3CCCCC3)c([N+](=O)[O-])c2)c(OC)c1
-3.4%	CC1CCC(=NNC(=O)Cc2cccn2C)CC1 (stereo not drawn)
-0.2%	Cc1cc(C)c(NC(=O)COC(=O)/C=C/c2cccs2)c(C)c1
-5.2%	Cc1ccc(/C(N)=N/OC(=O)Cc2cccc3ccccc23)cc1
5.5%	NC(=O)c1cc([N+](=O)[O-])ccc1NCc1cccnc1
-4.3%	CCCN(CC(=O)Nc1ccc(Cl)cc1Cl)C(=O)/C=C/c1cccc([N+](=O)[O-])c1
?	O=c1c(-c2ccc(F)c(F)c2)nc2cncnc2n1Cc1ccccc1Cl
?	Cc1c(OCc2ccccc2)cccc1OCc1ccccc1
-3.9%	COC(=O)c1c(NC(=O)COC(=O)[C@@H](NS(=O)(=O)c2ccccc2)C(C)C)sc2c1CCC2

Of the compounds above, these have bromine.
ERK EGF block	mol
-12.4%	COc1ccc(C(=O)c2ccc(OC)c(Br)c2)cc1Br
-3.2%	O=C(NNc1ccccc1Br)C(O)(c1cccc(C(F)(F)F)c1)c1cccc(C(F)(F)F)c1

(listing goes on)
ERK EGF block	mol
5.9%	CC(=O)c1cccc(NC(=S)NCc2ccco2)c1
1.2%	COc1ccc(CCNC(=O)COc2ccc(S(=O)(=O)NC(C)C)cc2)cc1OC
-7.3%	CC1=NCCN1S(=O)(=O)c1ccccc1[N+](=O)[O-]
3.8%[57.5 µM]	CC1(C)CC(=O)C(N=Nc2cccc(F)c2C#N)=C(O)C1
-0.3%	Cc1ccc(NC(=O)C(=O)N2CCCC2)cc1Cl
10.4%	CCOc1ncccc1C(=O)NCc1cccc(OC)c1
6.1%[57.5 µM]	Cc1cc(NC(=O)c2cccc([N+](=O)[O-])c2)no1
-4.1%	CCOC(=O)c1c(-c2cccc(N)c2)cn2ccccc12
7.9%	Cc1ccc(NC(=O)c2snc3ccc(Cl)cc23)cc1C
-0.5%[57.5 µM]	COc1cc(CC(=O)O)c([N+](=O)[O-])cc1OC
3.6%	Cc1cc(C)n(CC(C)Nc2nc3nonc3nc2N2CCCCC2)n1 (stereo not drawn)
-1.6%	CCOc1cc(C(=O)OCC(=O)Nc2cc(C)on2)ccc1OCC(C)C
-6.0%	CC(C)CNC(=O)c1ccc(NC(=O)c2ccccc2[N+](=O)[O-])cc1
13.4%	CCOC(=O)C1=C(COCCN)NC(C)=C(C(=O)OC)C1c1ccccc1Cl (stereo not drawn)
1.7%	CNC(=S)N(Cc1ccc2c(c1)OCO2)C1CC(=O)N(c2ccccc2)C1=O (stereo not drawn)
